Screening data deposited in PubChem BioAssay by several laboratories.
Mcl1 Bid PPI = disrupts binding of human Mcl-1 to Bid peptide | 0.97% of 220,000 active | Q07820 | TR-FRET Mcl-1/Bid-Dy647 peptide binding, 1536-well | inhibition, % at 21.7 µM;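 active means compounds that cut the binding signal by more than half at the single screening dose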;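 further: His-tagged Mcl-1 with europium anti-His antibody binding Bid BH3 peptide; 0% = Mcl-1 plus peptide wells and 100% = peptide-only wells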
Bim-Bcl-B = human Bim-Bcl-B interaction inhibition; 0.073% of 190,000 active; inhibition, % at 10 µM; bead-based flow cytometry, Bim peptide-Bcl-B binding; Q9HD36;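 further: 0% = tracer peptide without compound and 100% = reference inhibitor peptide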
Target sequence (Q9HD36 whole entry, looked up): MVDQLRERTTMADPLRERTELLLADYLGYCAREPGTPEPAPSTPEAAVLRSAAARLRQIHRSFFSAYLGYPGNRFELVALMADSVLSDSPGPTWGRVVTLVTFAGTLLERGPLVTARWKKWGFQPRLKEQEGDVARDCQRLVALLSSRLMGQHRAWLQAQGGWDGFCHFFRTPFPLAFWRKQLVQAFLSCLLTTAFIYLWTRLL
Bfl-1 Bim block = disrupts Bim binding to human Bfl-1; Q16548; Bead-based flow cytometry, Bim-Bfl-1 binding inhibition; inhibition, % at 10 µM; 0.12% of 190,000 active; AID 1008;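 further: 0% = wells without compound plus tracer and 100% = blocker peptide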
RGS8-Gao = human RGS8-Galphao interaction regulation; P09471; multiplexed bead flow cytometry, RGS8-Galphao binding; actives lie on both sides; response (percent of control binding), % at 10 µM; 0.34% of 220,000 active; in the data active means response below about 60% or above about 140%; inactive means in between;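 further: Galphao activated as the GDP aluminium fluoride complex binding bead-coupled RGS8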
Bcl-XL Bim block = disrupts Bim peptide binding to human Bcl-XL | Q07817 | bead flow cytometry, fluorescence | inhibition, % at 10 µM | 0.04% of 190,000 active | AID 1007
Target sequence (Q07817 whole entry, looked up): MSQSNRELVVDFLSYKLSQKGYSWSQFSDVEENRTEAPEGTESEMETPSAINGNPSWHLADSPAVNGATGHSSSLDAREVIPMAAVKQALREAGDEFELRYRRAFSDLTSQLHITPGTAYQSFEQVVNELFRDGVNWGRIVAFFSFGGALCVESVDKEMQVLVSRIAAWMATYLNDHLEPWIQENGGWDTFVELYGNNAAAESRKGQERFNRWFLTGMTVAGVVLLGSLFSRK
RGS4-Gao reg = human RGS4-Galphao interaction regulation. binding response (% of control), % at 10 µM. P09471. AID 1415. Multiplexed bead flow cytometry, RGS4-Galphao binding; actives lie on both sides. 0.33% of 220,000 active; in the data active means binding response below about 49% or above about 150%; inactive means in between;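 further: fluorescent Galphao activated with aluminum fluoride binding bead-coupled RGS4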
Bim-Bcl-2 = inhibitors of Bim-Bcl-2 interaction, human | 0.06% of 190,000 active | Bead-based flow cytometry, Bim peptide-Bcl-2 binding | inhibition, % at 10 µM | AID 950 | P10415; in the data active means inhibition above about 40%; inconclusive means no clear call, values can overlap the other calls;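 further: 0% = no compound wells with probe peptide and 100% = reference peptide inhibitor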
Target sequence (P10415 whole entry, looked up): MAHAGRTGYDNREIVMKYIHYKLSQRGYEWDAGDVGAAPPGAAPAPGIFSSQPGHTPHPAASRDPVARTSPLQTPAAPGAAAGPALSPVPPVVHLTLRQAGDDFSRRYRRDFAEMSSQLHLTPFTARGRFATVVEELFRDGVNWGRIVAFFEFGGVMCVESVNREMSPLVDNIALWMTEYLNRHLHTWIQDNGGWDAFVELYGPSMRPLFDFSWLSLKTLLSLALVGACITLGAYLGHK
RGS7-Gao = regulators of human RGS7-Galphao interaction; Multiplexed bead flow cytometry, RGS7-Galphao binding; actives lie on both sides; P09471; 0.35% of 220,000 active; binding response (% of control), % at 10 µM; in the data active means binding response below about 49% or above about 150%; inconclusive means no clear call, values can overlap the other calls; inactive means in between;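 further: fluorescent Galphao held in activated GDP-AlF4 state binding bead-coupled RGS7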
Mcl1-Noxa inh = disrupts binding of human Mcl-1 to Noxa peptide; TR-FRET Mcl-1/Noxa peptide binding, 2 h; AID 1022; inhibition, % at 21.7 µM; 1.5% of 220,000 active;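 active means compounds that cut the protein-peptide binding signal by more than 50% relative to plate controls in a single-dose test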;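 further: His-tagged Mcl-1 with rhodamine Noxa BH3 peptide and terbium anti-His antibody; 0% = Mcl-1 plus Noxa peptide wells and 100% = peptide-only wells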
Bcl-W Bim block = human Bim-Bcl-W interaction inhibition | Q92843 | bead-based flow cytometry, Bim peptide-Bcl-W binding | inhibition, % at 10 µM | 0.02% of 190,000 active;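 further: 0% = bound tracer without compound and 100% = peptide blocker; higher means less fluorescent Bim peptide bound to Bcl-W beads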
Target sequence (Q92843 whole entry, looked up): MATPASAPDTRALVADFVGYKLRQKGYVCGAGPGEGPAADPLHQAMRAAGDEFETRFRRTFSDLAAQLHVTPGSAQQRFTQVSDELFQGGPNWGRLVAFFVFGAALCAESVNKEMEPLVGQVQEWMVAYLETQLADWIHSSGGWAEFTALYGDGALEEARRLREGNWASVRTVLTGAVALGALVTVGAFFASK
Bim-Mcl-1 = human Bim-Mcl-1 interaction inhibition; Q07820; Bead-based flow cytometry, Bim peptide-Mcl-1 binding; inhibition, % at 10 µM; 0.1% of 190,000 active;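 further: 0% = no compound tracer wells and 100% = peptide blocker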
An asterisk follows results filed as active; ? = inconclusive; / = not tested or not shown. Unless noted, no stated cut-off is given here; in the data, active means inhibition above about 40%. The order is random; 2.7% or so of the library scored in one or more.

SMILES	Mcl1 Bid PPI	Bim-Bcl-B	Bfl-1 Bim block	RGS8-Gao	Bcl-XL Bim block	RGS4-Gao reg	Bim-Bcl-2	RGS7-Gao	Mcl1-Noxa inh	Bcl-W Bim block	Bim-Mcl-1
CC(=O)Nc1ccc(C(=O)NCC(=O)OCc2ccccc2F)cc1	11	0	6	102	-1	98	0	?	30	-2	-1
CCC(=O)N1CCC2(CC1)Oc1ccc(F)cc1C(=O)C21CC(c2cccnc2)=NO1 (centres undefined)	-23	/	/	94	/	88	/	?	33	/	/
O=C(CCNc1cccc(F)c1)c1cc2ccccc2o1	2	-3	1	100	2	98	-1	102	18	-3	-25
CCC(C)NC(=O)c1cnn2c1NC(c1ccc3c(c1)OCO3)CC2C(F)(F)F (centres undefined)	-39	-6	-12	103	-2	102	-8	101	-10	-1	-1
CC(=O)Nc1ccc(CN2CCN(CC=C(C)C)C(CCO)C2)cc1 (centres undefined)	-13	-5	-5	100	-6	96	-5	92	1	-3	-4
Cc1nc(N)nc(Nc2ccc(Cl)cc2)c1Br	-27	4	1	103	0	102	0	101	15	-1	1
COc1cc2c(cc1OC)C(=O)N(C)CC2	1	0	-9	100	-4	105	-5	97	2	-4	-5
Cc1nnc(SCC(=O)NC(=O)NCc2ccco2)n1Cc1ccccc1	2	-8	-15	97	-1	91	-11	91	53*	-1	-3
CCOC(=O)c1c(NC(=O)C(Sc2ccccc2)c2ccccc2)sc(C(N)=O)c1C (centres undefined)	-7	-5	2	93	-3	99	-3	106	12	-3	-1
Cc1ccc(Cn2nnc3c(=O)n(CC(=O)N4CCCCC4)cnc32)cc1	-14	-1	-3	95	0	95	-4	92	-3	1	-2
C/C(CC(=O)Nc1ccc(N(C)C)cc1)=N\NC(=O)c1cnccn1	-13	-10	-3	93	-9	98	-4	100	14	-2	-2
CCNc1c([N+](=O)[O-])c(=O)oc2ccccc12	-21	-3	-6	102	-2	99	-2	98	3	1	-2
O=C(NC1(N2CCOCC2)CC1)c1ccc(Cl)cc1	-10	/	/	104	/	103	/	?	-17	/	/
Cc1cc(Nc2ccc(F)cc2F)n2ncnc2n1	-9	-1	-2	102	-2	103	1	104	8	-5	-2
CCN(CC)CCN1C(=O)C(=O)/C(=C(/O)c2ccc3c(c2)CC(C)O3)C1c1ccc(OC)cc1 (centres undefined)	-17	/	/	102	/	106	/	?	15	/	/
O=C(NCCc1nnc2ccc(NCc3ccc(Cl)cc3)nn12)c1ccccc1	-17	-3	-5	103	0	103	-3	102	9	0	2
Cc1cccc(NC(=O)CC2SC(=O)N(c3ccccc3)C2=O)c1 (centres undefined)	4	-4	-5	128	-5	105	-8	100	19	-6	-6
Cn1ccnc1C(=O)c1ccc(Cl)c(S(=O)(=O)N2CCOCC2)c1	22	/	/	106	/	105	/	?	2	/	/
Cc1ccc(C(=O)NCCN2CCOCC2)cc1	-12	-3	0	101	-3	98	1	97	-1	-2	-1
O=C(NC(=S)Nc1ccccc1N1CCCC1)c1ccc([N+](=O)[O-])cc1	-67	-2	1	101	-2	96	-2	99	15	-1	-1

An excerpt from above in order of number of heavy atoms, highest first:
SMILES	Mcl1 Bid PPI	Bim-Bcl-B	Bfl-1 Bim block	RGS8-Gao	Bcl-XL Bim block	RGS4-Gao reg	Bim-Bcl-2	RGS7-Gao	Mcl1-Noxa inh	Bcl-W Bim block	Bim-Mcl-1
O=C(NCCc1nnc2ccc(NCc3ccc(Cl)cc3)nn12)c1ccccc1	-17	-3	-5	103	0	103	-3	102	9	0	2
Cc1ccc(Cn2nnc3c(=O)n(CC(=O)N4CCCCC4)cnc32)cc1	-14	-1	-3	95	0	95	-4	92	-3	1	-2
C/C(CC(=O)Nc1ccc(N(C)C)cc1)=N\NC(=O)c1cnccn1	-13	-10	-3	93	-9	98	-4	100	14	-2	-2

Other results:
SMILES	Mcl1 Bid PPI	Bim-Bcl-B	Bfl-1 Bim block	RGS8-Gao	Bcl-XL Bim block	RGS4-Gao reg	Bim-Bcl-2	RGS7-Gao	Mcl1-Noxa inh	Bcl-W Bim block	Bim-Mcl-1
CC1(C)CC(=O)c2cc(C(=O)NC3CCSC3=O)c(=O)n(-c3ccccc3)c2C1 (centres undefined)	8	0	-1	98	-4	101	0	103	-2	-4	0
COc1ccc(N2CCN(c3oc(-c4ccco4)nc3C#N)CC2)cc1	-82	-6	-4	101	-15	103	-8	102	21	1	-1
Fc1ccc(-c2csc3ncnc(Nc4ccc(N5CCOCC5)cc4)c23)cc1	-20	-8	0	100	-4	100	-7	101	28	1	1
Cc1ccc(Oc2nc3ccccn3c(=O)c2/C=C(\C#N)C(=O)NC2CCS(=O)(=O)C2)cc1 (centres undefined)	-12	/	/	90	/	86	/	?	4	/	/
Cc1cccc(Oc2ncc(-c3ccc(Cl)cc3)cn2)c1	-26	-8	-12	102	-3	105	-6	100	-7	2	-7
CCOc1ccc(C(=O)OCn2nnc3ccccc3c2=O)cc1OC	-35	-4	0	100	2	107	-1	104	-11	-4	-10
C/C(=N\NC(=O)Cn1cc([N+](=O)[O-])cn1)c1ccc(O)cc1	-28	/	/	93	/	93	/	?	-1	/	/
COc1ccc(CCNC(=O)COC(=O)c2ccc(Br)o2)cc1OC	-46	-5	-10	101	-3	96	-1	105	-8	1	2
Cc1cc(NC(=O)CS(=O)(=O)c2cn(C)c3ccccc23)no1	-18	-6	-6	102	-4	100	-5	107	-13	1	0
O=C(CSc1nc2c(sc3ccccc32)c(=O)n1CCCN1CCCC1)NCc1ccco1	-4	1	6	137	2	107	5	111	33	0	2
C/C=C/c1ccc(OCC(=O)NCc2ccccc2OC)c(OC)c1	-43	-1	-4	98	0	99	0	99	-1	3	1
Cc1cc(C(=O)N/N=C/C=C/c2ccc([N+](=O)[O-])cc2)n[nH]1	-19	-3	-1	100	-1	102	-1	?	19	0	0
COc1ccc2c(c1)c1ncn(CCN3CCCCC3)c(=O)c1n2C	-10	-5	-8	96	-3	96	-4	97	2	3	3
O=C1c2cccc3c(N4CCCCC4)ccc(c23)C(=O)N1c1ccccc1O	-11	-16	-6	104	-5	108	0	111	-23	-6	-3
C(=C\c1ccccn1)/c1ccncc1	-15	/	/	97	/	93	/	?	5	/	/
CN(C)C(=O)c1cccn(Cc2cccc(C(F)(F)F)c2)c1=O	-8	-1	-2	100	0	99	0	?	-4	0	0
Cc1cc(C)nc(SCCC(=O)Nc2ccccc2Cl)n1	-18	-1	-7	103	0	102	-4	100	-7	0	-1
COC(=O)c1cc(C(=O)c2ccc(C(C)(C)C)cc2)c[nH]1	-2	-3	-5	103	0	101	-3	106	13	0	-2
CCOCC(=O)N1CCc2ccccc21	-16	-7	-10	102	-4	101	-6	104	12	3	2
COc1ccc(NS(=O)(=O)c2ccc(C)c(C(=O)O)c2)cc1	3	-1	1	100	0	99	0	99	10	-1	0

Copied from above, 6 compounds:
SMILES	Mcl1 Bid PPI	Bim-Bcl-B	Bfl-1 Bim block	RGS8-Gao	Bcl-XL Bim block	RGS4-Gao reg	Bim-Bcl-2	RGS7-Gao	Mcl1-Noxa inh	Bcl-W Bim block	Bim-Mcl-1
CC1(C)CC(=O)c2cc(C(=O)NC3CCSC3=O)c(=O)n(-c3ccccc3)c2C1 (centres undefined)	8	0	-1	98	-4	101	0	103	-2	-4	0
COc1ccc(N2CCN(c3oc(-c4ccco4)nc3C#N)CC2)cc1	-82	-6	-4	101	-15	103	-8	102	21	1	-1
Fc1ccc(-c2csc3ncnc(Nc4ccc(N5CCOCC5)cc4)c23)cc1	-20	-8	0	100	-4	100	-7	101	28	1	1
Cc1ccc(Oc2nc3ccccn3c(=O)c2/C=C(\C#N)C(=O)NC2CCS(=O)(=O)C2)cc1 (centres undefined)	-12	/	/	90	/	86	/	?	4	/	/
Cc1cccc(Oc2ncc(-c3ccc(Cl)cc3)cn2)c1	-26	-8	-12	102	-3	105	-6	100	-7	2	-7
CCOc1ccc(C(=O)OCn2nnc3ccccc3c2=O)cc1OC	-35	-4	0	100	2	107	-1	104	-11	-4	-10

(list continues)
SMILES	Mcl1 Bid PPI	Bim-Bcl-B	Bfl-1 Bim block	RGS8-Gao	Bcl-XL Bim block	RGS4-Gao reg	Bim-Bcl-2	RGS7-Gao	Mcl1-Noxa inh	Bcl-W Bim block	Bim-Mcl-1
CCn1c(Cc2ccccc2)nnc1SCC(=O)Nc1ccccc1F	-41	-3	-1	100	-1	101	0	?	4	-4	-2
CN1CCN(NC(=O)c2cc(-c3ccccn3)nc3ccccc23)CC1	-48	-4	-1	98	-3	101	-1	?	3	-1	-1
CC(=O)c1ccc(S(=O)(=O)N2CCN(C(C)=O)CC2)cc1	-11	-4	-2	101	-1	103	-4	102	18	-3	-3
CCOc1ccc2nc(NC(=O)CN3CCC(n4nnc5cc(C(F)(F)F)ccc54)CC3)sc2c1	-14	-8	-18	100	-5	101	-12	97	-1	0	-3
CCOC(=O)C1=C(C)OC(N)=C(C(=O)OCC)C1c1ccncc1 (centres undefined)	-60	-8	-14	102	0	100	-4	106	1	0	-1
Cc1cc(NC(=O)CSc2nnc(-c3ccco3)n2Cc2ccccc2)no1	-5	-4	-4	103	-7	103	-1	105	-8	-6	-1
COc1ccc(NC(=O)c2cc(-c3ccccc3)nc3c2c(C)nn3-c2ccccc2)c(OC)c1	-1	-5	-1	98	-4	100	-4	98	-1	-2	-2
COc1ccc(C(=O)N2CCOC2CNC(=O)C(=O)NCc2ccco2)cc1 (centres undefined)	-22	-2	-3	102	0	104	1	104	2	-1	3
Cc1cc(C(=O)NCc2cccs2)n(-c2ccccc2)n1	-8	-7	-9	100	-4	101	-11	100	10	1	0
O=C(NC1CCCCC1)C(c1cccs1)N(Cc1cccs1)C(=O)c1ccco1 (centres undefined)	-1	-5	-2	99	-3	97	-3	99	2	-2	-5
Cc1oc(-c2cccc(F)c2)nc1CN1CCCCC1CCn1cccn1 (centres undefined)	-13	-8	-5	104	-6	101	-6	100	-1	-6	-1
CCOC(=O)c1c(OCC)[nH]c2ccc(O)cc12	-42	-1	-3	101	-1	102	-2	101	-4	4	4
Cc1ccc(-c2nn(C)c(=O)c3ccccc23)cc1S(=O)(=O)NCCO	1	-6	-7	98	-2	98	-6	99	-18	1	9
